LDHA block = qHTS assay for inhibitors of human lactate dehydrogenase; L-lactate dehydrogenase A chain (Homo sapiens), P00338; purified LDHA, NADH/diaphorase-resazurin fluorescence; active compounds read low; activity change, % (values are at about 110 or 230 µM); 0.15% of 480,000 active; in the data active = activity change below about -30%; inconclusive = mostly about -25% to -30%;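 note: plate controls were DMSO wells for no effect and wells without enzyme for full effect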
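Human LDH5 at 2 nM final in Tris HCl pH 7.4 with 0.06 mM NADH and 0.2 mM pyruvate, reacted 5 minutes at room temperature. Remaining NADH coupled via diaphorase/resazurin; resorufin fluorescence read at 0 and 20 minutes, normalized to enzyme-free and DMSO wells.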
* hit, by the source's call; ? = inconclusive. These rows are one share of the data; count on the stated rates, not on these rows.

cpd	canonical_smiles	LDHA block
1	CCOC(=O)/C(C#N)=C\c1cc(Br)ccc1OCc1ccc(Cl)cc1	11
2	CC(C)N1CCc2c(sc(NC(=O)c3ccccc3)c2-c2nc3ccccc3s2)C1	25
3	CC(=O)c1ccc(C(=O)N(CCCN(C)C)c2nc3ccc(Br)cc3s2)cc1	3
4	COc1ccc(C2NC(=S)NC3=C2CCc2ccccc23)cc1 (configuration not stated)	-4
5	O=C1CN(C(=O)C2CCN(c3nc4ccccc4o3)CC2)CCN1	-4
6	O=C(CSc1ncnc2c1sc1cccc(F)c12)NC1CC1	-4
7	CCOc1cccc(CNCC2CCCO2)c1 (configuration not stated)	2
8	CCOc1cccc2cc(C(=O)N3CCN(c4ccccc4C)CC3)c(=O)oc12	6
9	CCCCn1c(N2CCN(Cc3cccc(C)c3)CC2)nc2c1c(=O)[nH]c(=O)n2C	3
10	COc1ccccc1NC(=O)C1=C(C)NC(Nc2nc3ccccc3o2)=NC1c1ccccc1 (configuration not stated)	3
11	O=C(NCc1ccc(F)cc1)NC1CC1	2
12	CCCCNc1nc(-c2ccc([N+](=O)[O-])cc2)nc2ccccc12	1
13	COc1ccc(NS(=O)(=O)c2ccc(-c3cc(C(F)(F)F)on3)s2)cc1	5
14	COc1ccc2oc(-c3ccc(NC(=O)c4ccccc4C)cc3)nc2c1	6
15	O=C(Nc1cc(Cl)ccc1F)C1CC(=O)N(C2CCCC2)C1 (configuration not stated)	3
16	Cc1ccc(S(=O)(=O)N2CCC(C(=O)O)CC2)cc1F	0
17	CCN(CC)c1ccc(NC(=O)c2cc3ccc(OC)cc3[nH]2)cc1	12
18	CCCCN1C(C)=NC(C(F)(F)F)(C(F)(F)F)C2=C1CC(C)(C)CC2=O	1
19	Cn1c(COc2ccc3c(c2)CCCC3)nnc1SCC(=O)NC1CCCCC1	13
20	CCCn1c(NC(=O)COc2cccc(C)c2)nc2ccccc21	5
21	CCN(CC)S(=O)(=O)c1ccc(S(=O)(=O)Nc2c(C)cccc2C)cc1	8
22	COCCNC(=S)N/N=C/c1ccc(C(C)(C)C)cc1	0
23	Fc1ccccc1CSc1nnc(-c2c[nH]c3ccccc23)n1C1CC1	3
24	COC(=O)c1c(NC(=O)CSc2ccccn2)sc2c1CCCC2	1

Shown field by field: part of the list above
15	O=C(Nc1cc(Cl)ccc1F)C1CC(=O)N(C2CCCC2)C1 (configuration not stated)
  LDHA block: 3

16	Cc1ccc(S(=O)(=O)N2CCC(C(=O)O)CC2)cc1F
  LDHA block: 0

17	CCN(CC)c1ccc(NC(=O)c2cc3ccc(OC)cc3[nH]2)cc1
  LDHA block: 12

18	CCCCN1C(C)=NC(C(F)(F)F)(C(F)(F)F)C2=C1CC(C)(C)CC2=O
  LDHA block: 1

New compounds follow:
cpd	canonical_smiles	LDHA block
25	CCOc1ccc(S(=O)(=O)Nc2cccc(CC)c2)c2cccnc12	8
26	CCN1CCN(c2nc3ccccc3nc2NS(=O)(=O)c2cc(Cl)ccc2Cl)CC1	-17
27	N#Cc1c(-c2ccccc2)cc(-c2cccs2)nc1SCCS(=O)(=O)c1nc2ccccc2s1	-3
28	CCC(CC)C(=O)Oc1ccc2c(C)cc(=O)oc2c1	-4
29	NC(=O)c1ccc(CNC(=O)c2ccc(C(F)(F)F)cc2)cc1	-1
30	COc1cccc(/C=C(/C(=O)c2ccccc2)c2nc3ccccc3s2)c1	4
31	COc1ccccc1Nc1sc(C(=O)c2ccc(Br)cc2)c(N)c1C(N)=O	-7
32	Cc1c(C(=O)N(C)c2ccccc2)nnn1-c1ccc(Cl)cc1	-5
33	COc1ccc(-c2cc(=O)oc3cc(OCC(=O)NCCN(C)C)ccc23)cc1	-3
34	Cc1ccc(C(=O)NC(NC(=O)c2ccccc2)C(Cl)Cl)cc1 (configuration not stated)	3
35	COCCCNC(=O)CSc1ccc(C)c(C)c1	3
36	Cc1n[nH]c(C)c1C	-1
37	O=C(NCc1ccccc1CN1CCCC1)c1ccccc1Cl	8
38	CC(=O)Oc1ccc2c(-c3cc4ccccc4oc3=O)cc(=O)oc2c1	8
39	Cc1ccc2c(C)c(C(=O)Nc3ccc4c(c3)N(C)C(=O)CO4)oc2c1	-1
40	Cc1ccc(NC(=O)CSc2ncc(-c3ccc(C)c(C)c3)o2)cc1	-20
41	CC(=O)C[C@@H]1OC[C@H](Cc2ccccc2)N1S(=O)(=O)c1ccc(C)cc1	-3
42	Cc1cc(C(=O)NCC(=O)NC(C)C)c2ccccc2n1	-7
43	O=C(O)CS(=O)(=O)CCCc1ccccc1	0
44	O=C(NC(O)C(=O)c1ccc(Cl)cc1)c1ccc(Br)cc1 (configuration not stated)	-1
45	COc1ccc2c(c1)C(CC(C)=O)N(c1ccc(-c3cnc(OC)nc3)cc1)C(c1ccsc1)=C2 (configuration not stated)	6
46	O=C(Nc1ccc(-c2nc3ccccc3o2)cc1)C1CCCC1	-5
47	Cc1nc2cc(NC(C)C(=O)Nc3ccc(C#N)cc3)ccc2o1 (configuration not stated)	62
48	Cc1cccc(NC(=O)CN(C)C(=O)c2cccc(S(=O)(=O)NCC3CCCO3)c2)c1C (configuration not stated)	-1
49	COc1cc(OC)cc(C(=O)Nc2ccc3oc(-c4ccncc4)nc3c2)c1	3
50	O=C(Cc1c(F)cccc1Cl)NCc1cccnc1N1CCOCC1	8
51	O=C(NC(c1ccccc1)c1cccs1)c1ccccc1 (configuration not stated)	-1
52	CCOC(=O)[C@]12CCC=C1N(Cc1ccc3c(c1)OCO3)C(=O)[C@H](CC(=O)NCCC(C)C)C2	3
53	COC(=O)C1=C(C)Nc2nc3ccccc3n2C1c1ccc(O)c(OC)c1 (configuration not stated)	18
54	Cc1ccc(-c2csc3ncn(Cc4nc(C(C)C)no4)c(=O)c23)cc1	10
55	COc1ccc(OC)c(NC(=O)N2CCN(c3ccc(=O)n(-c4ccccc4)n3)CC2)c1	12
56	COc1cc(C2C3=C(CCCC3=O)Nc3nc(SCc4ccccc4Cl)[nH]c(=O)c32)ccc1O (configuration not stated)	-15
57	CCCN1CCC(NC(=O)COc2ccc(Cl)cc2C)CC1	-5
58	Cc1cc(F)ccc1NC(=O)C1CCN(c2cnc3ccccc3n2)CC1	1
59	O=C1CC(N2CCOCC2)C=C1Nc1ccccc1 (configuration not stated)	8
60	CCCCN(Cc1ccccc1)c1ccc(C(=O)O)cc1NS(=O)(=O)c1ccc(CC(C)C)cc1	2
61	Cc1cccc(C)c1NC(=O)C(c1ccccc1)n1c(-c2ccccc2)nc2ccccc21 (configuration not stated)	-1
62	Cc1ccc(C)c(NC(=O)c2cccc[n+]2[O-])c1	12
63	CCOC(=O)c1cc(C(O)(C(F)(F)F)C(F)(F)F)c(N)o1	2
64	CC(Cc1ccccc1)NC(=O)C1CCC(C)(C(=O)O)C1(C)C (configuration not stated)	2
65	NC(=O)N/N=C/c1cccc([N+](=O)[O-])c1	1
66	Fc1ccc(COc2ccc(-n3cnnn3)cc2)c(Cl)c1	-1
67	COc1ccccc1CNc1nc2ccccc2nc1NS(=O)(=O)c1cccs1	-1
68	O=C1CCc2cc(S(=O)(=O)Nc3ccc(Cl)cc3)ccc2N1	-2
69	CC(=O)Nc1c(-c2ccccc2)c(C)nn1-c1ccc(C(=O)NCc2ccccc2)cc1	-7
70	C=CCOC(=O)Nc1nc(CCNC(=O)OCc2ccccc2)c(C(=O)OC)s1	-4
71	COC(=O)CNC(=O)c1ccc(-c2ccccc2)cc1	-1
72	Cc1ccc(C)c(NC(=O)/C=C/c2cccs2)c1	-2
73	CCCNC(=S)Nc1ccc(C)cc1	7
74	CC(C)Oc1ccc(C(CC(=O)O)NC(=O)c2ccccc2Cl)cc1 (configuration not stated)	-16
75	COc1ccc(OC)c(CNCc2c(C(=O)O)c(C)n(Cc3ccc(F)cc3Cl)c2C)c1	2
76	COc1ccc(-c2cc3c(o2)CCCC3OCCN2CCOCC2)cc1 (configuration not stated)	-1
77	O=c1oc(=S)oc2c1[C@H](c1ccc(Cl)cc1)O[C@H](C1CC1)C2	-5
78	COc1ccc(NC(=O)CSc2nc(-c3cccs3)ccc2C#N)cc1	5
79	Cc1cnc(-c2nc3ccccc3n2C(C(=O)NC(C)(C)C)c2cc3ccccc3o2)cn1 (configuration not stated)	2
80	CCNc1ccc(S(=O)(=O)N(CC)CC)cc1NCC(=O)Nc1ccccc1Cl	-16
81	CC(=O)Nc1ccc(S(=O)(=O)[C@H]2CS(=O)(=O)C[C@@H]2N2CCC(C)CC2)cc1	0
82	COc1ccccc1NC(=O)c1ccc2ccccc2n1	0
83	CC(Sc1nc2cc(Cl)ccc2n1C)C(=O)NCc1ccc2c(c1)OCO2 (configuration not stated)	3
84	COc1cccc(S(=O)(=O)c2cc3ccc(OC)cc3oc2=O)c1	0

The listing continues:
cpd	canonical_smiles	LDHA block
85	CC(C)NC(=O)C1(C)CSCC(=O)N1CCOc1ccccc1 (configuration not stated)	-3
86	CC(C)(C)c1nc2cc(NC(=O)c3n[nH]c(=O)c4ccccc34)ccc2o1	1
87	NC(=O)C(=O)Nc1ccccc1C(=O)NCc1ccncc1	9
88	O=C(COc1cc(Cl)ccc1Cl)NCc1cccc(NC(=O)C2CC2)c1	11
89	CCCOc1ccc(N)cc1OCCC	5
90	CC(=O)NC12CC3CC(C1)CC(C(=O)NCCSCc1ccccc1)(C3)C2	1
91	Cc1ccc(C(=O)N/N=C/CCc2ccccc2)cc1C	1
92	Cc1ccc(-c2cc(=O)c3cc(NC(=O)c4ccco4)ccc3o2)cc1	2
93	CCc1nn2c(=O)cc(-c3ccncc3)nc2s1	2
94	CC(C)CCn1c(SCC(=O)c2ccccc2)nc2c1c(=O)n(C)c(=O)n2C	2
95	Cn1nc(-c2ccc(OCC(=O)Nc3ccc(F)cc3)cc2)c2ccccc2c1=O	-4
96	Cc1ccc(-c2nc(Cn3nnc(-c4ccccc4)n3)co2)c(C)c1	10
97	COCCCNC(=O)C(=O)NN	-11
98	CSc1cccc(Sc2cc(C(=O)NC3CCCC3)c3ccccc3n2)c1	12
99	Cc1ccc(NC(=O)c2ccc(=O)n(CCOc3ccccc3)n2)c(Br)c1	1
100	COC(=O)COc1ccc2c(C)c(CC(=O)OC)c(=O)oc2c1C	1
101	COc1ccc(C2=C(C)C(N3CCC(C(=O)Nc4ccc(C)c(Cl)c4)CC3)=NS2(=O)=O)cc1	-8
102	Cc1ccc(C)c(OCCN)c1	-21
103	COc1ccccc1C(=O)NC1=Nc2ccccc2N=C(C)C1c1ccccc1 (configuration not stated)	2
104	O=C(Cc1ccc2c(c1)CCCC2)NNC(=O)c1ccncc1	-1
105	COc1ccc(C(Nc2ncc(C(F)(F)F)cc2Cl)c2nccn2C)cc1 (configuration not stated)	0
106	CC(C)(C)C(=O)/C=c1/[nH]c(=O)/c(=C/c2c(F)c(F)c(F)c(F)c2F)s1	9
107	O=c1oc2cc(O)ccc2cc1-c1nc(-c2ccc(Cl)cc2)cs1	-2
108	O=c1cc(-c2cc3ccccc3o2)c2cc3c(cc2o1)CCC3	0

Structural class: the compounds so far with a cyano group
cpd	canonical_smiles	LDHA block
1	CCOC(=O)/C(C#N)=C\c1cc(Br)ccc1OCc1ccc(Cl)cc1	11
27	N#Cc1c(-c2ccccc2)cc(-c2cccs2)nc1SCCS(=O)(=O)c1nc2ccccc2s1	-3
47	Cc1nc2cc(NC(C)C(=O)Nc3ccc(C#N)cc3)ccc2o1 (configuration not stated)	62
78	COc1ccc(NC(=O)CSc2nc(-c3cccs3)ccc2C#N)cc1	5

The results go on:
cpd	canonical_smiles	LDHA block
109	O=C(CCc1ncc(-c2c(F)cccc2F)o1)N1CCN(S(=O)(=O)c2cccc(Cl)c2)CC1	-3
110	Cc1cc(C(=O)N(C)C2CCS(=O)(=O)C2)c2ccccc2n1 (configuration not stated)	2
111	Cn1c(=O)c2c(nc(SCC(N)=O)n2Cc2ccc(Cl)cc2)n(C)c1=O	2
112	CC1CCC(NC(=S)NC2CC2)CC1 (configuration not stated)	5
113	CC1CCN(CCCNC(=O)c2cc3cc(F)ccc3[nH]2)CC1	8
114	CS(=O)(=O)N1Cc2cc(C(=O)NCC3CC3)nc(-c3cccc(-c4cccnc4)c3)c2[C@H]1CCO	6
115	NC1=NC(c2ccc(O)cc2)n2c(nc3ccccc32)N1 (configuration not stated)	2
116	NC(=O)C1CN(CC(=O)Nc2ccccc2Sc2ccccc2)c2ccccc2O1 (configuration not stated)	0
117	Cc1nc(Nc2nc3ccccc3o2)ncc1C(=O)Nc1cccc(C(F)(F)F)c1	8
118	COc1ccc(CNC(=O)c2nn(Cc3ccccc3)c(=O)c3ccccc23)cc1	11
119	COc1ccc(C(=O)Oc2ccc3c(=O)c(-c4ccccc4)coc3c2)cc1OC	-6
120	Cc1cc(F)ccc1S(=O)(=O)NC(CN(C)C)c1ccccc1 (configuration not stated)	-6
121	CCOC(=O)C(N)C(O)c1ccccc1 (configuration not stated)	-2
122	Cc1oc2cc(OCC(=O)N3CCCC3)ccc2c(=O)c1Oc1ccccc1	1
123	CC(=O)N1CCN(c2ccc(NC(=O)COc3ccc(Cl)cc3C)cc2)CC1	-1
124	C/C=C/c1c(C)nc2sc(C#N)c(N)c2c1C	2
125	O=C(CCC(=O)OCC(=O)c1ccc([N+](=O)[O-])cc1)Nc1cc(C(F)(F)F)ccc1Cl	?
126	Cc1ccc(-c2nc3c4ccccc4ccn3c2CC2CCCCC2)cc1	5
127	Cc1cccc(-n2nnnc2C(C)(C)NC2CCCCC2)c1	0
128	COc1ccc(OC)c(/C=C/C(=O)OC2(C(F)(F)F)C(=O)Nc3c2ccc2ccccc32)c1 (configuration not stated)	15
129	CSc1ncc(C(=O)NCc2ccccc2Cl)c(C)n1	-2

Screening results as filed in PubChem BioAssay.
